GPR151 ag: activators of human GPR151, primary screen, cell-based, PathHunter beta-arrestin, luminescence; activation, % at 11.2 µM; PathHunter beta-arrestin GPR151 cells; AID 1508602, 2020; 650,000 tested, 1% active; G-protein coupled receptor 151 (Homo sapiens), Q8TDV0; in the data active = activation above about 4.9%;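 note: 0% = median of compound wells and 100% = cells with positive control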
Target sequence (Q8TDV0 whole entry, looked up): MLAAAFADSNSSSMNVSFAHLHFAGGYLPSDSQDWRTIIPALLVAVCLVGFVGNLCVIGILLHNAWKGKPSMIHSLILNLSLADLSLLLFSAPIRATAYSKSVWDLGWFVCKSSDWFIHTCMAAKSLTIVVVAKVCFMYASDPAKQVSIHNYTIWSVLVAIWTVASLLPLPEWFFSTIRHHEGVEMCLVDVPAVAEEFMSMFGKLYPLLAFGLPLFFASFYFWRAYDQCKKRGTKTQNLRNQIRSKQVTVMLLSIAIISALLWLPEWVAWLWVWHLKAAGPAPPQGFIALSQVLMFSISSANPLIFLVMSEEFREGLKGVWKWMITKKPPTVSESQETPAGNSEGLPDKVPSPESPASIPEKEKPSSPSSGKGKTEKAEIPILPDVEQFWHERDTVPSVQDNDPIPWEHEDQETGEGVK
MITF inh: MITF inhibitors, primary screen, biochemical, AlphaScreen, human; 650,000 tested, 0.91% active; AlphaScreen MITF homodimerization, bead proximity signal; inhibition, % at 2.6 µM; in the data active = inhibition above about 50%;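 note: 0% = vehicle wells with protein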
Target sequence (O75030 whole entry, looked up): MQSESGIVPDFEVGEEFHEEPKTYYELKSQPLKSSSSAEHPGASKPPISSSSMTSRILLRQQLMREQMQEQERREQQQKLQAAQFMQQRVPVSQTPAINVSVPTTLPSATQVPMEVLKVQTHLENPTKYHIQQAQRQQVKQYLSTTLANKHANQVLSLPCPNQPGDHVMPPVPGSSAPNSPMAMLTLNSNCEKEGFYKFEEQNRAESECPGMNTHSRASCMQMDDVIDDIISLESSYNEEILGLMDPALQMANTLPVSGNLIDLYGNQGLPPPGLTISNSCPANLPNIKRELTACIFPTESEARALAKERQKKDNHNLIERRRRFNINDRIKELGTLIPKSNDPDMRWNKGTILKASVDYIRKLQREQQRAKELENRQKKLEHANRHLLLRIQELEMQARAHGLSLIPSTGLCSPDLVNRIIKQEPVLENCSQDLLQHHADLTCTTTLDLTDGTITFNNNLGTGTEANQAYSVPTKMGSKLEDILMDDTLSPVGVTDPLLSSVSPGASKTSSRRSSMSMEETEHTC
FBW7 act: FBW7 E3 ligase activators, primary screen, biochemical, AlphaScreen, human; F-box/WD repeat-containing protein 7 (Homo sapiens), Q969H0; AlphaScreen FBW7–phospho-cyclin E peptide binding, activator screen; normalized activity (activation), % at 26.1 µM; 650,000 tested, 0.13% active; in the data active = normalized activity above about 1.9%;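 note: purified mutant Fbw7 with reduced substrate affinity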
TEAD-YAP inh: TEAD-YAP interaction inhibition, primary screen, TEAD-YAP interaction inhibitor project, luminescence, HEK-TIYL cells; TEAD-Gal4/YAP UAS-luciferase luminescence; inhibition, % at 9.12 µM; 640,000 tested, 1.4% active; in the data active = inhibition above about 32%;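 note: 0% = median of test compound wells and 100% = reference inhibitor wells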
Active calls of the source: *; & = joins results of further samples.

The line under a structure holds: GPR151 ag, MITF inh, FBW7 act, TEAD-YAP inh
CCC(c1nnnn1C(C)(C)C)N1CCN(c2ccc(F)cc2)CC1 (stereo not given)
→ -0.3, -9, -0.1, -5
CN(C)S(=O)(=O)c1c(Cl)cccc1Cl
→ -0.4, 2, 0.1, 4
COc1ccc(CN2CCC3(CCC(=O)N3C)CC2)cc1C
→ 0.5, -12, -0.2, 6
Cc1cc(=O)[nH]c(-n2ncc(C(=O)N3CCc4ccccc43)c2C)n1
→ 4.2, 12, -0.1, 11
O=C(CCN1C(=O)c2ccccc2C1=O)NCCCO
→ 0.0, 2, 0.1, -1
Cc1cccc(C)c1-n1c(=S)sc2c(=O)n(-c3ccccc3)c(SCc3ccc(C(C)(C)C)cc3)nc21
→ 0.7, -3, -0.1, 1
COc1ccc(-c2cc(C(F)(F)F)n3nc(C(=O)Nc4ccc(F)c(Cl)c4)c(Cl)c3n2)cc1
→ 3.0, -8, 0.2, -11
Cc1ccc(C)c(NC(=O)C(NNC(=O)c2cccc([N+](=O)[O-])c2)c2ccccc2)c1 (stereo not given)
→ -0.6, -8, -0.1, 2
CC(Oc1ccccc1)C(=O)Nc1ccc(S(=O)(=O)NC2CCCCC2)cc1 (stereo not given)
→ 2.9, 8, 0.3, 16
Cc1csc(NC(=O)CN2C(=O)c3ccccc3C2=O)c1C(N)=O
→ 2.7, 1, -0.5, -2
CC(C)c1cc(C(C)C)c(S(=O)(=O)Nc2ccc(O)cc2)c(C(C)C)c1
→ -1.1, 27, 0.5, -2
C/C(=C\c1ccco1)CN1CCc2nnc(CNC(=O)C3CCCN(C)C3)n2CC1 (stereo not given)
→ -0.9, 6, 0.0, 1
CNCCCOc1cc(C)cc(C)c1C
→ -0.8, 13, -0.2, 2
CC1CCN(c2nc3c(c(=O)n(C)c(=O)n3C)n2CCSc2ncccn2)CC1
→ 1.3, 1, 0.1, 1
Cc1nnc(SCC2=NN(c3nc4ccccc4[nH]3)C(=O)C2)s1
→ -0.3, 25, -0.1, 5

The list goes on; it opens with the seven that closed the last part.
The line under a structure holds: GPR151 ag, MITF inh, FBW7 act, TEAD-YAP inh
CC(Oc1ccccc1)C(=O)Nc1ccc(S(=O)(=O)NC2CCCCC2)cc1 (stereo not given)
→ 2.9, 8, 0.3, 16
Cc1csc(NC(=O)CN2C(=O)c3ccccc3C2=O)c1C(N)=O
→ 2.7, 1, -0.5, -2
CC(C)c1cc(C(C)C)c(S(=O)(=O)Nc2ccc(O)cc2)c(C(C)C)c1
→ -1.1, 27, 0.5, -2
C/C(=C\c1ccco1)CN1CCc2nnc(CNC(=O)C3CCCN(C)C3)n2CC1 (stereo not given)
→ -0.9, 6, 0.0, 1
CNCCCOc1cc(C)cc(C)c1C
→ -0.8, 13, -0.2, 2
CC1CCN(c2nc3c(c(=O)n(C)c(=O)n3C)n2CCSc2ncccn2)CC1
→ 1.3, 1, 0.1, 1
Cc1nnc(SCC2=NN(c3nc4ccccc4[nH]3)C(=O)C2)s1
→ -0.3, 25, -0.1, 5
N#Cc1c(-c2ccccc2)cc(-c2cccc(Br)c2)nc1SCC(=O)Nc1ccc(Br)cc1
→ 0.8, 4, -0.1, 3
COc1cc(CN2CCOc3ccc(C(O)c4cccnc4)cc3C2)cc(OC)c1 (stereo not given)
→ -0.7, -5, 0.0, -3
COc1cc(CNC(=O)CCCC/C=C\C(C)C)ccc1O
→ 1.0&3.2&0.5, 10&1&6, 0.6&-0.1&-0.1, -8
CCOc1ccc(N(CC(=O)NCCSc2ccccn2)S(=O)(=O)c2ccc(SC)cc2)cc1
→ -1.2, 11, 0.1, 9
O=C(NCCCN1CCOCC1)c1ccc2c(c1)N(Cc1ccccc1)C(=O)CS2
→ -0.3, 0, 0.0, 2
O=C(CCCC1=NS(=O)(=O)c2ccccc2N1)NC1CCCCCC1
→ 0.8, 7, 0.0, 2
CCN1CCCC1CNC(=O)c1sc2ncnc(N3CCCCC3)c2c1C (stereo not given)
→ 0.0, 16, 0.1, 9
N#C/C(C(=O)NCc1ccccc1)=C(/O)CN1C(=O)c2ccccc2C1=O
→ 0.4, -1, 0.0, 10
CCOC(=O)C1CCCN(C(c2ccccc2F)c2sc3nc(C)nn3c2O)C1 (stereo not given)
→ 2.2, 1, 0.2, -4
O=C(Nc1nc(-c2cc(Cl)ccc2Cl)cs1)c1ccc(S(=O)(=O)N2CCCC2)cc1
→ 0.5, -2, 0.0, 5
CCCn1cc([C@@H]2C[C@H]3CN(Cc4cccc(OC)c4)C(=O)[C@]34CCCN24)c(C)n1
→ -2.1, 8, 0.7, 1
O=C(CN(C(=O)c1csnn1)c1ccccc1F)NCc1ccc2c(c1)OCO2
→ 1.1, 12, -0.1, 0
N#Cc1nc(COc2ccccc2Cl)oc1N1CCCCC1
→ 0.7, 10, -0.4, 0
CCc1ccc(C(=O)N[C@H]2C[C@H]3C(=O)N[C@H](CC(C)C)C(=O)N3C2)cc1
→ -0.5, 2, -0.1, 0
Cc1c(-c2cccc(NC(=O)CCc3ccccc3)c2)nc2ncccn12
→ -0.2, -2, 0.2, -2

Four structures already listed, ordered by SMILES length, largest number first:
The line under a structure holds: GPR151 ag, MITF inh, FBW7 act, TEAD-YAP inh
COc1ccc(-c2cc(C(F)(F)F)n3nc(C(=O)Nc4ccc(F)c(Cl)c4)c(Cl)c3n2)cc1
→ 3.0, -8, 0.2, -11
CCOc1ccc(N(CC(=O)NCCSc2ccccn2)S(=O)(=O)c2ccc(SC)cc2)cc1
→ -1.2, 11, 0.1, 9
COc1cc(CNC(=O)CCCC/C=C\C(C)C)ccc1O
→ 1.0&3.2&0.5, 10&1&6, 0.6&-0.1&-0.1, -8
CN(C)S(=O)(=O)c1c(Cl)cccc1Cl
→ -0.4, 2, 0.1, 4

The listing continues.
The line under a structure holds: GPR151 ag, MITF inh, FBW7 act, TEAD-YAP inh
COc1ccc2nc(-n3nc(C)cc3NC(=O)c3cc(C)nn3C)sc2c1
→ -0.1, -6, -0.1, -7
COCCNC(=O)c1cc(-c2ccccc2)n[nH]1
→ -0.1, 3, -0.1, -28
COc1ccc(-c2nc3n(n2)C(c2ccccc2F)C(C(N)=O)=C(C)N3)cc1 (stereo not given)
→ -1.2, 4, 0.0, -9
Cc1ccnc(NC(=O)C(C)(C)Oc2ccc(Cl)cc2)n1
→ 1.8, 1, -0.1, 4
CCOc1ccc(C(=O)Nc2cccc(-c3nc4ccc(C)cc4o3)c2)cc1
→ -0.1, 3, -0.1, -3
COc1ccccc1C(=O)Nc1ccc2c(C)cc(=O)oc2c1
→ 17*, 13, 0.2, -65
COc1ccc(N2CCN(c3ncnc4sc(C(=O)NCCc5ccc(OC)c(OC)c5)c(C)c34)CC2)cc1
→ 0.0, -15, -0.1, 2
CCOC(=O)c1c(C)oc2cc(Br)c(OC(C)C(=O)OC)cc12 (stereo not given)
→ -0.1, -1, 0.1, 6
Cc1nnc2c(Nc3ccc(N4CCCCC4)cc3)nc3ccccc3n12
→ 0.1, 4, -0.5, -5
Nc1nc(Cl)nc2c1ncn2Cc1ccc(C(F)(F)F)cc1
→ 2.1, -10, 0.0, -32
O=C(Nc1nccs1)c1ccc(Cl)cc1[N+](=O)[O-]
→ -2.1, 0, -0.3, -9
CCOc1c(S(=O)(=O)N2CCCC2)ccc(Cl)c1Cl
→ 1.6, -10, -0.1, -22
COc1ccc([N+](=O)[O-])cc1NC(=O)C(CC(C)C)N1C(=O)c2ccccc2C1=O (stereo not given)
→ 1.2, 11, 0.0, 5
COc1ccc(OC)c(NC(=O)CCNC(=O)Cn2cnc3ccccc3c2=O)c1
→ 2.8, 10, -0.1, 2
O=C(NC1CC1)c1cc2c(s1)CS(=O)(=O)C2
→ 0.3, 5, 0.2, -2
COC(=O)C1=C(C)N(c2cccc(Br)c2)C(=O)/C1=C\c1ccc(OC)c([N+](=O)[O-])c1
→ -0.6, 4, 0.3, -8
COc1ccc(C(=O)COC2=C(O)C(=O)OC2C2COC(C)(C)O2)cc1 (stereo not given)
→ 1.2, 3, 0.1, 5
Cc1cc(C(F)F)n2ncc(C(=O)N3CCc4ccccc4C3)c2n1
→ 0.3, -3, 0.2, -10
Cc1nc2cc(-c3ccc(F)cc3)nn2c(N2CCN(CCN3CCOCC3)CC2)c1C
→ -0.5, 3, 0.6, -2
COCc1nnc(NC(=O)c2cc(F)c(F)cc2Cl)s1
→ -1.1, 5, -0.2, -14
COc1cccc(CNC(=O)NC(=O)C2CCNCC2)c1
→ 0.4, 13, 0.0, 3
COc1ccccc1N1CCN(C(=O)c2noc(C)c2[N+](=O)[O-])CC1
→ -1.0, 10, 0.0, 4
CC1(C2CCN(C(=O)Cc3ccsc3)CC2)NC(=O)N(Cc2ccc(F)cc2)C1=O (stereo not given)
→ 2.0, -8, 0.0, 1
COc1cc(C=Nc2ccc(Cl)c([N+](=O)[O-])c2)cc(OC)c1OC
→ 2.7, -21, 0.2, -11
Cc1ccc(C(=O)CCN2CCCCC2)cc1
→ -0.5, 1, -0.1, -2
CN1CCN(C(=O)c2ccc(-c3cccc(N(C)C)c3)nc2N(C)C)CC1
→ -0.8, -3, -0.4, -6
NCCNc1ccc([N+](=O)[O-])cc1C(F)(F)F
→ 0.3, 7, 0.1, 0
CC1(C)CC(=O)C2=C(C1)Nc1ccc3ccccc3c1C2c1ccccc1Cl (stereo not given)
→ -0.1, 14, 0.3, 3
O=C(NCc1cccnc1)c1cccc(-c2ccc(N3CCOCC3)nc2)c1
→ -0.2, -5, -0.1, -55
CCOc1cc2c(C#N)c(N(CC(C)C)CC(C)C)nc(N)c2c(N)n1
→ -1.9, 4, 0.1, 5

Given comma-delimited: part of the list above.
Compound,GPR151 ag,MITF inh,FBW7 act,TEAD-YAP inh
CC(Oc1ccccc1)C(=O)Nc1ccc(S(=O)(=O)NC2CCCCC2)cc1 (stereo not given),2.9,8,0.3,16
Cc1csc(NC(=O)CN2C(=O)c3ccccc3C2=O)c1C(N)=O,2.7,1,-0.5,-2
CC(C)c1cc(C(C)C)c(S(=O)(=O)Nc2ccc(O)cc2)c(C(C)C)c1,-1.1,27,0.5,-2
C/C(=C\c1ccco1)CN1CCc2nnc(CNC(=O)C3CCCN(C)C3)n2CC1 (stereo not given),-0.9,6,0.0,1

(further entries)
The line under a structure holds: GPR151 ag, MITF inh, FBW7 act, TEAD-YAP inh
O=C(O)C1C2C=CC(C2)C1C(=O)NCC(O)c1ccc([N+](=O)[O-])cc1 (stereo not given)
→ -0.5, 9, 0.0, -4
COc1cccc(-c2nnc(SCCC(=O)O)n2C)c1
→ -0.3, 10, 0.1, -2
COc1ccc(C2(C(=O)N3CCC(n4nc(-c5ccoc5C)oc4=O)CC3)CC2)cc1
→ -0.7, 22, 0.0, -7
Nc1nc(-c2ccc(Oc3ccccc3)cc2)cs1
→ -0.7, -3, -0.1, -50
O=C(O)c1cccc(N2N=C(C(F)(F)F)/C(=C/c3ccc(-c4ccc5c(c4)C(=O)NC5=O)o3)C2=O)c1
→ -0.9, 21, 0.2, 4
COc1ccc(-c2csc(/C(C#N)=C/c3cccc(Cl)c3)n2)cc1
→ -0.1, 1, -0.1, -10
c1ccc(-n2cnc3c(NCc4cccnc4)nc(NCc4cccnc4)nc32)cc1
→ -0.5, 14, 0.2, -4
c1ccc(-c2cnc3n2CCCCC3)cc1
→ 0.2, 10, 0.1, -12
CCCCNC(=O)c1cc2sccc2n1C
→ -0.6, -5, 0.0, -28
CCOC(=O)CSc1nnc(-c2ccc(S(=O)(=O)N(CC)CC)cc2)o1
→ -0.1, 0, 0.1, 0
O=C(Nc1ccccc1OC(F)F)C12CC3CC(CC(O)(C3)C1)C2
→ 0.3, -7, 1.2, -3
CCOC(=O)N1CCN(c2cc(NCCCO)c([N+](=O)[O-])c3nonc23)CC1
→ -1.5, 13, 0.4, -4
C/C(=C\C(=O)c1ccc(C)o1)Nc1cccc(C(F)(F)F)c1
→ -0.3, -11, -0.1, -1
C=CCN1C(=O)C(O)(c2sc(N3CCOCC3)nc2C)c2ccccc21 (stereo not given)
→ 0.1, 3, -0.1, -9
Cn1cnnc1SCC(=O)Nc1sc2c(c1C(N)=O)CCC2
→ 2.2, 20, -0.1, -5
Cc1ccc(-n2ncc3c(NCCCN4CCCC4=O)ncnc32)c(C)c1
→ -1.4, 7, 0.4, 3
COC(=O)CN(c1ccc(C)cc1)S(C)(=O)=O
→ 0.6, -3, -0.1, 4
CCCC1=NN2C(=N)/C(=C/c3ccc(Sc4ccc(Cl)cc4)o3)C(=O)N=C2S1
→ -0.3, 4, -0.1, 4
CCOC(=O)c1c(NC(=O)C(C)Sc2nnc(CNC(=O)c3ccco3)n2-c2cccc(C)c2)sc2c1CCCCC2 (stereo not given)
→ -1.2, 11, 0.0, 2
O=C(CCNS(=O)(=O)c1ccccc1[N+](=O)[O-])Nc1ccc(Br)cc1
→ 2.5, -4, 0.0, 4
O=S(=O)(NCCc1cn2ccccc2n1)c1ccc(Oc2ccccc2)cc1
→ 0.1, -3, -0.2, -16
COc1ccc(OCC(=O)Nc2ccc(N3CCN(C)CC3)cc2)cc1
→ 0.2, 14, 0.0, -5
O=C(c1ccccc1NS(=O)(=O)c1cccc([N+](=O)[O-])c1)N1CCCC1
→ -1.6, 21, 0.2, -11

Outcome played no part in choosing rows, and some 3.4% of all compounds hit somewhere here.
